# Tn6 DDE FP – inhibitors of Tn6 peptide binding to fibrin DD(E), primary screen, biochemical, fluorescence polarization, human fibrin, Tn6 probe; Fibrinogen beta chain (Homo sapiens), P02675; Fibrin DD(E) TRITC-Tn6 fluorescence polarization displacement; inhibition, % at 8.3 µM; actives 0.21% (n = 370,000); AID 720509, 2013;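 active means inhibition above a per-campaign cutoff: mean of compounds within control limits plus 3 SD, cut at about 15% in these data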;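 further: 0% = median of all compound wells on the plate and 100% = blocking peptide control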
# ASAP1 inh – inhibitors of human ASAP1 ArfGAP activity, primary screen, biochemical, fluorescence polarization; ASAP1-stimulated ARF1 GTP hydrolysis, GDP FP detection; AID 624377, 2012; inhibition, % at 16.5 µM; actives 0.19% (n = 360,000); in the data active means inhibition above about 25%;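 further: 0% = vehicle with enzyme and substrate and 100% = no enzyme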
# ARFGAP1 inh – inhibitors of rat ARFGAP1 GAP activity, primary screen, biochemical, fluorescence polarization, GDP tracer | ADP-ribosylation factor GTPase-activating protein 1 (Rattus norvegicus), Q62848 | Arfgap1-stimulated ARF1 GTP hydrolysis, GDP FP detection | inhibition, % at 16.5 µM | actives 0.26% (n = 360,000);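 active means inhibition above a per-plate limit, mean inhibition of low control wells plus 3 SD, cut at about 25% in these data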;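 further: 0% = DMSO wells with enzyme and 100% = wells lacking Arfgap1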
# Target sequence (Q62848 1-136 limits assumed): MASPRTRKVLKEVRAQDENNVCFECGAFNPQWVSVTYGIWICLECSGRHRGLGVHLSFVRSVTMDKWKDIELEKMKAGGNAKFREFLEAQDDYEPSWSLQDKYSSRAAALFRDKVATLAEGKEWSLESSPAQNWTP
#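 material = rat Arfgap1 catalytic domain, aa 1-136 | also added = human ARF1(Δ1-17)-GTP substrate | compound dosing = one concentration, 16.5 µM, DMSO 1.26% | times = GTP hydrolysis reaction 2 h at 25 °C | measured by = FP, GDP Alexa 633 tracer displaced from anti-GDP antibody, 620/688 nm | evaluation = percent inhibition of Arfgap1-stimulated GTP hydrolysis | replication = single well per compound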
# PLC-beta3 inh – human PLC-beta3 inhibitors, primary screen, biochemical, fluorescence. inhibition, % at 12.2 µM. AID 720704, 2013. actives 0.18% (n = 370,000). Purified PLC-beta3, fluorogenic substrate. 1-phosphatidylinositol 4,5-bisphosphate phosphodiesterase beta-3 (Homo sapiens), Q01970; in the data active means inhibition above about 11%;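 further: 0% = median of compound wells on plate and 100% = full blocker control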
# sPLA2-III inh – human group III sPLA2 inhibitors, primary screen, biochemical, QFRET, BODIPY PC-A2 liposome substrate; Group 3 secretory phospholipase A2 (Homo sapiens), Q9NZ20; QFRET BODIPY PC-A2 liposome hydrolysis, fluorescence; inhibition, % at 12.2 µM; actives 0.56% (n = 370,000); AID 743126, 2013;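 active means inhibition above mean plus 3 SD of compounds lying within the high and low control bounds, cut at about 19% in these data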;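 further: 0% = median of test compound wells and 100% = no enzyme DMSO wells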
# Target sequence (Q9NZ20 whole entry, looked up): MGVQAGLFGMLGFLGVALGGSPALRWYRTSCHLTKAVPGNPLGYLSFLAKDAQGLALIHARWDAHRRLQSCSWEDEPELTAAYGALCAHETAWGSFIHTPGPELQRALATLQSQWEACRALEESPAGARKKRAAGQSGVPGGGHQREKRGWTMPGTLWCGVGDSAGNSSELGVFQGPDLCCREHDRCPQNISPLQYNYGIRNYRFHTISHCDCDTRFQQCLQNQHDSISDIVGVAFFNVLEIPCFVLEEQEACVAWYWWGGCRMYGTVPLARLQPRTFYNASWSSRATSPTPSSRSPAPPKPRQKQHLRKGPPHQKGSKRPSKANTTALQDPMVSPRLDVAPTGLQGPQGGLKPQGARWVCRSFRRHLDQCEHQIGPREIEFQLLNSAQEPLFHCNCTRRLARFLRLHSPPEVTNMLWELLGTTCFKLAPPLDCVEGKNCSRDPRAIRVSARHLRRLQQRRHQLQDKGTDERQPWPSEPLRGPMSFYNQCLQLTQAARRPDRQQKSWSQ
# Rev-erbA mod – modulators of Rev-erb alpha DNA binding, primary screen, biochemical, FITC-DNA, fluorescence polarization, uHTS. Nuclear receptor subfamily 1 group D member 1 (Homo sapiens), P20393. Rev-erbα–FITC-DNA binding, 90 min. activity, % at 10 µM. actives 0.79% (n = 370,000). AID 1259318, 2017;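 active means activity above about 14%, limit read from the data; passing the limit was not always enough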;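 further: 0% = DMSO wells with 35 nM protein and 100% = DMSO wells with 750 nM protein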
# DDE Tn7 FP inh – inhibitors of Tn7 peptide binding to fibrin DD(E), primary screen, biochemical, fluorescence polarization, human fibrin, Tn7 probe; FP displacement of FITC-Tn7 peptide from fibrin DD(E); 0% = median of compound wells per plate; Fibrinogen beta chain (Homo sapiens), P02675; AID 720508, 2013; inhibition, % at 8.3 µM; actives 0.13% (n = 370,000);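 active means inhibition above the mean of compounds falling within the control limits plus 3 SD of them, cut at about 14% in these data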;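 further: 0% = plate median of compound wells and 100% = 10 µM Aha-Tn7 peptide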
#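 Assay system: human fibrin DD(E). Input: DD(E) 2 µM final. Medium: Tris buffer with calcium and detergent, pH 7.8. Compound dosing: single point at 8.3 µM. Timing: 10 min plus 3 h, room temperature. Technique: fluorescence polarization of the labelled Tn7 tracer. Read-out: percent inhibition. Replicates: singlicate testing.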
# UHRF1 MBD2 ctr – UHRF1 methylated DNA binding inhibitors, primary screen, counter-screen for MBD2 inhibitor project, biochemical, TR-FRET, human UHRF1, single concentration. inhibition, % at 4.4 µM. UHRF1 binding to methylated oligo. E3 ubiquitin-protein ligase UHRF1 (Homo sapiens), Q96T88. actives 0.75% (n = 370,000); in the data active means inhibition above about 21%;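 further: UHRF1 SRA domain binding a hemimethylated CpG hairpin DNA probe; 0% = median of test compound wells and 100% = reference inhibitor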
# KLK7 zymogen act – proKLK7 zymogen activators, primary screen, biochemical, fluorescence intensity; AID 652039, 2013; Kallikrein-7 (Homo sapiens), P49862; purified proKLK7, EDANS-DABCYL substrate fluorescence; 100% is mature enzyme control, 0% vehicle; actives 0.9% (n = 370,000); activation, % at 7 µM;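 active means activation above the mean of all tested compounds plus 3 SD, computed per campaign excluding outliers beyond control limits, cut at about 13% in these data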
# Target sequence (P49862 whole entry, looked up): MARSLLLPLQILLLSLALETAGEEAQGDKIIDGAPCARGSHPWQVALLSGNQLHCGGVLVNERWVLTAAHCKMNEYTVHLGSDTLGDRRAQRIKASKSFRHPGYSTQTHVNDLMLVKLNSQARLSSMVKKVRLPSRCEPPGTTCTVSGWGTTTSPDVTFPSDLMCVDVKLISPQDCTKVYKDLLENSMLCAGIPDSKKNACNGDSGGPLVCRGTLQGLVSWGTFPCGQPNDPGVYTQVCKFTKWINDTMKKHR
# PLC-gamma1 inh – PLC-gamma1 enzyme inhibitors, primary screen, biochemical, fluorescence, purified enzyme; 1-phosphatidylinositol 4,5-bisphosphate phosphodiesterase gamma-1 (Homo sapiens), P19174; inhibition, % at 12.2 µM; actives 0.84% (n = 370,000); fluorogenic substrate; in the data active means inhibition above about 9.5%
# An asterisk follows results filed as active; · = no result given.
SMILES,Tn6 DDE FP,ASAP1 inh,ARFGAP1 inh,PLC-beta3 inh,sPLA2-III inh,Rev-erbA mod,DDE Tn7 FP inh,UHRF1 MBD2 ctr,KLK7 zymogen act,PLC-gamma1 inh
Cn1c(=O)oc2cc(S(=O)(=O)Nc3ccc(F)cc3)ccc21,5,-9,2,-3,1,10,-8,1,-0.1,-4
Cc1cc(C)cc(C(=O)Nc2ccc(NC(=O)c3cccs3)cc2)c1,8,12,12,0,0,-7,3,1,1.5,1
COCCNC(=O)C(OC(=O)c1ccco1)c1ccccc1F (stereo unspecified),2,-7,10,-2,4,-1,-4,3,0.0,3
Cc1ccc(CN2CCC(n3nccc3NC(=O)CCCc3ccccc3)CC2)o1,-3,-16,-1,-8,-9,4,-5,0,0.8,-1
Cc1cc(OCC(=O)N(C)Cc2ccccc2)cc(C)c1Cl,1,-7,-11,-8,-2,-3,2,-1,0.3,0
CCOc1c2ccc(C(=O)NC3CCCc4ccccc43)cc2nn1CC (stereo unspecified),-5,-7,4,-497,8,4,3,-1,-20,-325
CCN1C(=O)/C(=C\c2ccc3c(c2)OCO3)C(C(=O)OC)=C1C,-4,-10,-8,-6,0,-1,-1,-5,-0.5,-8
Cn1c(SCC(=O)NC(=O)c2cccc([N+](=O)[O-])c2)nnc1-c1ccc(F)cc1,0,0,5,-1,-1,5,1,-4,-0.4,-1
CCc1ccccc1NC(=O)c1cc(-c2ccco2)on1,10,-16,-3,1,4,-2,6,-6,-0.5,-2
Cc1cnc2cc(Cl)ccc2c1SCC(=O)O,3,-1,11,-3,3,1,-4,0,0.2,-2
O=C(CCNC(=O)c1ccc([N+](=O)[O-])cc1)Nc1ccc(F)cc1,4,-2,2,-5,-2,1,-3,-1,0.1,0
Cc1cc(Cl)ccc1NC(=S)NCC(C)C,3,2,12,5,6,-1,-7,1,-0.3,3
CCCc1ncc(C(O)c2cccc(OC)c2)n1C (stereo unspecified),-3,-6,7,-2,-1,6,-4,0,-0.2,0
C#CCn1c(=NC(=O)c2cccs2)sc2cccc(OCC)c21,-5,-1,-3,-45,1,-1,3,-2,-4.5,-37
Cc1ccccc1C(=O)N1N=C(c2ccc(NS(C)(=O)=O)cc2)CC1c1cccs1 (stereo unspecified),4,-15,5,-7,-20,6,-1,1,-1.4,-5
N#Cc1ncccc1CCc1cccc(Cl)c1,-1,-4,3,-8,0,-3,-4,-2,0.4,-1
COC(=O)c1cc(C)nc(Nc2nc(C(N)Cc3ccc(Cl)cc3)cs2)n1 (stereo unspecified),-3,-8,3,-15,9,-3,0,1,-0.1,2
O=C(NN=C1C2CC3CC1CC(Cl)(C3)C2)c1ccccn1,2,9,-9,3,-1,0,-7,-6,-0.4,-3
O=C(O)C1CCN(S(=O)(=O)c2cccc3nsnc23)CC1,2,-4,9,-5,9,10,5,4,0.0,0
COc1ccc(OC)c(C2=Nn3c(nnc3-c3ccncc3)SC2)c1,-4,5,6,-31,3,-1,4,1,0.0,-12
O=C(CN1C(=O)C2C3C=CC(C3)C2C1=O)NCCC1=CCCCC1 (stereo unspecified),5,-2,7,2,-4,0,-16,2,0.4,9
CSc1nc(C)c2c(n1)N(c1cccc(C)c1)CC2,11,-3,-2,-21,5,3,-2,5,-3.7,-11
Cc1nn2c(N3CCOCC3)c3c(nc2c1-c1ccccc1)CCCC3,-6,11,11,-12,5,-4,-1,4,0.2,-4
Cc1c(C)c2ccc(OCC(=O)N3CC[C@@]4(O)CCCC[C@H]4C3)cc2oc1=O,-5,11,-4,-73,-5,0,4,-2,4.4,-61
Cc1nn(-c2ccc(F)cc2)c(Cl)c1/C=C/C(=O)OCC(=O)Nc1c(F)c(F)c(F)c(F)c1F,4,3,-1,0,-4,4,-1,-1,0.0,1
O=C(c1ccc(Cl)cc1)c1c[nH]c(C(=O)C(Cl)(Cl)Cl)c1,6,8,1,-1,-19,0,3,5,-0.6,-1
CC1=C(C(=O)OCc2ccc3c(c2)OCO3)C(c2cccc([N+](=O)[O-])c2)NC(=O)N1 (stereo unspecified),3,-6,7,2,2,-2,7,1,-0.5,1
O=S(=O)(Nc1nc2c(s1)CCCC2)c1ccc2ccccc2c1,3,-11,2,-3,-42,-4,1,1,0.1,-3
CCn1cc([N+](=O)[O-])c(C(=O)N2N=C(c3cccc4ccccc34)CC2c2ccccc2O)n1 (stereo unspecified),-2,7,-8,5,-40,2,-7,-4,-0.7,3
Cc1ccc(-c2cc(C(F)(F)F)n3nc(C(=O)N4CCN5CCCC5C4)cc3n2)cc1 (stereo unspecified),11,-15,-5,-264,2,10,9,-1,3.8,-141

# Profiles as entered above. Order of screens: Tn6 DDE FP | ASAP1 inh | ARFGAP1 inh | PLC-beta3 inh | sPLA2-III inh | Rev-erbA mod | DDE Tn7 FP inh | UHRF1 MBD2 ctr | KLK7 zymogen act | PLC-gamma1 inh
# CCn1cc([N+](=O)[O-])c(C(=O)N2N=C(c3cccc4ccccc34)CC2c2ccccc2O)n1 (stereo unspecified) is listed with -2 | 7 | -8 | 5 | -40 | 2 | -7 | -4 | -0.7 | 3
# COc1ccc(OC)c(C2=Nn3c(nnc3-c3ccncc3)SC2)c1 is listed with -4 | 5 | 6 | -31 | 3 | -1 | 4 | 1 | 0.0 | -12

# Next part.
SMILES,Tn6 DDE FP,ASAP1 inh,ARFGAP1 inh,PLC-beta3 inh,sPLA2-III inh,Rev-erbA mod,DDE Tn7 FP inh,UHRF1 MBD2 ctr,KLK7 zymogen act,PLC-gamma1 inh
COc1ccc2c(c1)cc1c(=O)n(CC(=O)NCCCOC(C)C)nc(C)n12,1,1,-8,-13,2,-2,-1,1,0.8,-3
COCCn1cnc2c(c1=O)c1nc3ccccc3nc1n2/N=C/c1cccc(OC)c1,-2,-13,-4,-14,5,-3,5,24*,-0.7,-7
Cc1cc(C)nc(SCC(=O)N/N=C/c2cc(C)n(-c3ccccc3C)c2C)n1,0,-4,5,2,5,-1,-3,-1,-0.2,1
COc1ccc(C(C(=O)NC2CCCC2)N(Cc2cccs2)C(=O)c2ccn[nH]2)cc1OC (stereo unspecified),-6,11,3,-6,-1,-1,-1,-1,0.2,3
CCCN1CCN(CCCNC(=O)c2ccc3nc(N4CCCCC4)sc3c2)CC1,6,1,-5,2,-2,-3,-8,3,0.1,-2
CC1(C)C(C=C(Cl)Cl)C1C(=O)Nc1ccc(S(=O)(=O)Nc2ncccn2)cc1 (stereo unspecified),3,-13,-22,-5,-16,-10,-1,-1,0.5,-4
COc1ccccc1N1C(=O)CC(Sc2nc(C)cc(C)n2)C1=O (stereo unspecified),-1,2,7,4,1,-4,-1,2,-0.4,1
CCc1ccc(CNC(=O)c2cc3c(C)nc4ccccc4c3o2)cc1,-1,-9,-4,-5,-21,0,14*,-1,-0.5,2
Cn1c(=O)c2[nH]c(SCC(=O)NCCc3cccc(F)c3)nc2n(C)c1=O,7,·,·,-1,2,-6,-1,2,0.3,-2
Cc1ccc(CC(=O)Nc2cccc(C#N)c2)cc1,-5,9,11,3,8,1,4,7,0.1,4
CN(C)CCN1CCN(C2CN(C3CCCCC3)S(=O)(=O)C2)CC1 (stereo unspecified),1,-5,-7,4,4,3,5,1,0.1,0
CC(C)Cc1nnc(NC(=O)CCC(=O)N2CCN(c3ccc(Cl)cc3)CC2)s1,-6,-11,6,-1,4,-2,0,-2,-0.5,1
Cc1csc(NC(=O)[C@@H]2CCCN2C(=O)c2cccs2)n1,3,8,11,-4,-4,2,1,-3,-0.1,-1
CCc1n[n+](CC(=O)c2ccccc2)c(N)s1,-1,5,-6,4,-2,5,-6,-1,-0.7,0
COc1ccc2cc(C(C)=O)c(=O)oc2c1,-5,-10,-5,-11,5,4,4,-6,-0.6,-9
O=C(CN1C(=O)NC2(CCCCC2)C1=O)Nc1ccc(Cl)cc1,-2,13,0,0,0,0,4,-1,0.3,2
COc1cc(-c2cc(N)n(S(=O)(=O)c3ccc(F)cc3)n2)cc(OC)c1OC,4,8,13,0,-6,-4,1,-1,-0.7,-1
CN1C(=O)c2cc(NC(=O)C3CCOCC3)ccc2OC[C@@H]2O[C@@H](CC(=O)NCc3ccccc3F)CC[C@@H]21,-7,·,·,2,2,-9,2,2,-0.1,0
CC(C)C[C@H](NC(=O)OC(C)(C)C)C(=O)N/N=C/C1=Cc2ccccc2OC1C (stereo partly specified),2,7,15,-311,2,-3,-2,-2,2.8,-212
Cn1c(=O)c2c(ncn2CC(=O)OCCCC(=O)c2ccc(Br)cc2)n(C)c1=O,0,-7,1,1,1,-1,-10,5,-0.2,1
COC(=O)c1cccc(NC(=O)CSc2nnnn2C)c1,9,8,-7,1,-4,-2,7,1,0.4,2
CCN(CC)S(=O)(=O)c1ccc(Cl)c(OC)c1,-1,8,9,1,0,-7,0,1,0.1,0
CC(=O)Nc1nc2nc(-c3ccccc3)cc(-c3ccccc3)n2n1,1,7,11,-72,4,·,5,1,3.0,-52
O=C(O/N=C1/CCCc2occc21)c1ccc(Cl)cc1Cl,1,-1,5,-10,-4,-4,8,-2,0.6,1
Cn1c(SCc2ccc(F)cc2)nnc1-c1cnccn1,0,11,-7,-8,9,3,4,3,0.8,-1
O=S(=O)(c1cnc(Cl)c(Cl)c1)N1CCN(c2ncccn2)CC1,4,-4,8,-3,-2,0,-2,1,-0.2,2
COc1ccc(C(=S)N2CCOCC2)cc1OC(=O)c1ccc([N+](=O)[O-])cc1[N+](=O)[O-],-2,1,8,-3,2,1,9,1,0.8,1
CCCCN(C=O)c1c(CC)nc2ccc(C(=O)NCCCN3CCCC3=O)cn12,7,10,-2,-21,12,-2,4,0,1.8,-11
COc1ccc(CNc2nc(NCc3ccc(OC)cc3)n(C(C)=O)n2)cc1,-3,-6,12,1,1,-1,-3,1,0.4,4
Cc1ccccc1NC(=O)c1cc2ccccn2n1,1,-3,-1,-149,3,-8,2,-2,0.1,3
CCOc1ccc(NC(=O)N2CCC(c3nc4ccccc4o3)CC2)cc1,5,1,10,-3,-8,3,4,2,-0.1,0
Cc1nn(-c2ccccc2)c2nc(-c3ccccc3)cc(C(=O)N3CCOCC3)c12,-3,8,-2,-339,-22,-1,2,0,-28,-224

# Screens deposited in PubChem by several laboratories.
